# Bioassay records (PubChem)
# Caspase-7 inhib: blocks human caspase-7 allosterically or competitively. P55210. recombinant caspase-7, Ac-DEVD-AFC fluorescence rate. Potency, µM (titrated, usually from 57.5 µM), inactives show at the highest dose activity change, negative = inhibition, actives largely listed as inhibitors. 75,000 compounds, 0.02% hits. AID 889; active means well fitted inhibition curve with a large enough effect in the main read-out, with a control signal flat, not every such curve was filed as active; inconclusive means small, poorly fitted or top-dose-only effect, or a change in a side signal; further: potency means the concentration at half of the fitted maximal effect; % of control where 0% means no effect
# Tau filament bind: binds recombinant human tau filaments; P10636; recombinant tau filaments, thioflavin S fluorescence, 15 h; filaments grown with octadecylsulfate alongside compound; Potency, µM (top dose mostly 57.1 µM), without a hit: top-dose activity change, negative = inhibition; 71,000 compounds, 2% hits;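 further: potency means the concentration at half of the fitted maximal effect; on the % scale 0 is the no-effect control and ±100 the full control effect; actives lower thioflavin S fluorescence by blocking filaments or displacing dye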
#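 Read-out: ThS fluorescence, 450 nm excitation/510 nm emission; lower signal marks blocked filament formation or displaced dye. Tau at 1 uM with 30 uM ODS, 10 uM ThS, 5 mM DTT, 100 mM NaCl, 10 mM HEPES pH 7.4; 15 h, 37 C.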
# HADH2 inh: blocks human hydroxyacyl-CoA dehydrogenase type II. recombinant HADH2, NADH fluorescence, beta-hydroxybutyryl-CoA. Potency, µM (series often up to 57.1 µM), for inactives: at the top dose activity change, negative = inhibition, actives largely listed as inhibitors. 73,000 compounds, 3.4% hits. AID 886; further: potency means the concentration at half of the fitted maximal effect; on the % scale 0 is the no-effect control and ±100 the full control effect; nearly all actives have a fitted effect of over 60% in size; many of its hits are not listed in these tables
#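 Activity measured as NADH fluorescence gain (360/450 nm), taken as the change between first and last reads of a 4-min kinetic run. Conditions: pH 9.0 Tris buffer, 20 nM E. coli-expressed His-tagged enzyme, 1 mM NAD+, 90 uM beta-hydroxybutyryl-CoA; 15-min compound preincubation.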
# DNA Pol III inh: DNA polymerase III holoenzyme inhibition | 71,000 compounds, 0.25% hits | Potency, µM (titrated, usually from 57.1 µM), for the others: top-dose activity change, negative = inhibition | reconstituted DNA polymerase III holoenzyme replication, biochemical; further: potency means the concentration at half of the fitted maximal effect; on the % scale 0 is the no-effect control and ±100 the full control effect
#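 Reconstituted *E. coli* holoenzyme (0.35 nM Pol III, 1 nM beta, 154 nM SSB, 2 nM primase) was preincubated with compound for 15 min at RT. Synthesis on 1.4 nM ssM13Gori ran 35 min, then was stopped with PicoGreen/EDTA and read as dsDNA fluorescence.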
# BRCT PPI red: disrupts BRCA1 BRCT binding to phosphoprotein, red fluorophore readout; 75,000 compounds, 0.03% hits; Potency, µM (series often up to 76.9 µM), inactives show at the highest dose activity change, negative = inhibition, usual class: inhibitors; P38398; BRCT-phosphopeptide binding, red fluorescence polarization; AID 892; further: on the % scale 0 is the no-effect control and ±100 the full control effect
# Target sequence (P38398 whole entry, looked up): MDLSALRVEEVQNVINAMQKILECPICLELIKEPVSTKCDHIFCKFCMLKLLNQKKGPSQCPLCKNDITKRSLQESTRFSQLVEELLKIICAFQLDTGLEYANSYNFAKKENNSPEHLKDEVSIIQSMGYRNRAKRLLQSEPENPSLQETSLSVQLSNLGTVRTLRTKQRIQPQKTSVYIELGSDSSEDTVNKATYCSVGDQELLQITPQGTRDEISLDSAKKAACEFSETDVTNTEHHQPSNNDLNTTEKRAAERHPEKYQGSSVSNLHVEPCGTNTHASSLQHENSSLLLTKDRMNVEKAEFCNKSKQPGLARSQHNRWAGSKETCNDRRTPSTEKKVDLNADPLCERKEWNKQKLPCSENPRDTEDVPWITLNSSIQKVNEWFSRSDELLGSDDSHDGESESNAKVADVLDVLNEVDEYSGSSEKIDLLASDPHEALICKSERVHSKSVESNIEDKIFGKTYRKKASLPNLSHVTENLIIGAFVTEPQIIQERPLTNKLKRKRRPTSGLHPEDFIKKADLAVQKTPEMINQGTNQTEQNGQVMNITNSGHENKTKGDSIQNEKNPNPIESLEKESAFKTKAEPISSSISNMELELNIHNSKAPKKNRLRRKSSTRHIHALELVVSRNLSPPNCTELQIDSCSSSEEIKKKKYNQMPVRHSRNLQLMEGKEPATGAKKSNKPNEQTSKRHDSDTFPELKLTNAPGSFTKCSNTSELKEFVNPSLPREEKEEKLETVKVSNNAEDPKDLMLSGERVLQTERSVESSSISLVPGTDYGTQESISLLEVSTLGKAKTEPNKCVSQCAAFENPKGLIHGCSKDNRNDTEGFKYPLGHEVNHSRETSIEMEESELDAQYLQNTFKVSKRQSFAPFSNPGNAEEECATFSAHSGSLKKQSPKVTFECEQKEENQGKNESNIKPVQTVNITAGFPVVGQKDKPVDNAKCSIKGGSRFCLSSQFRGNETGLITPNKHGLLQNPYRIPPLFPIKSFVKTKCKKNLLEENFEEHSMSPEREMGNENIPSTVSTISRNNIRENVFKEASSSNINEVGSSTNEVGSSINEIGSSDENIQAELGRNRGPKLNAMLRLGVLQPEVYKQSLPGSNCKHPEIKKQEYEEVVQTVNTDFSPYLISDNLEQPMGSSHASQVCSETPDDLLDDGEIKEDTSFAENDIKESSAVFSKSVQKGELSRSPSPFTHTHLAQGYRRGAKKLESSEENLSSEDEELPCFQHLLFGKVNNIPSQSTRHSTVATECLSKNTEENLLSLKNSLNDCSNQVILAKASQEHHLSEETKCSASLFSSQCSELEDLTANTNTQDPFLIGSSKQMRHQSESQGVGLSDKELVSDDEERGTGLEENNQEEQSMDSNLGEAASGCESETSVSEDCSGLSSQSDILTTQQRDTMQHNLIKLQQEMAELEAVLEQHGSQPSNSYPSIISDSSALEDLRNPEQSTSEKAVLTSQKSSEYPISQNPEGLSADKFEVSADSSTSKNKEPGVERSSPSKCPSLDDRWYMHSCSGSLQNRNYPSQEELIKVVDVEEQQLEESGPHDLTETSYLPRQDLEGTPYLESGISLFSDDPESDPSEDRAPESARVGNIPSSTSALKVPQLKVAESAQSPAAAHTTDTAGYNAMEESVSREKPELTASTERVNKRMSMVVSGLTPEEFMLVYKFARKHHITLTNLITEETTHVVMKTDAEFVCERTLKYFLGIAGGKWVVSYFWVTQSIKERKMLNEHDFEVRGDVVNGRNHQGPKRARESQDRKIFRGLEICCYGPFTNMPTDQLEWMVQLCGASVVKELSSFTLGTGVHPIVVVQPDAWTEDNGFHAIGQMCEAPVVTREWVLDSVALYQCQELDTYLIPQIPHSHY
#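 Fluorescence polarization: 100 nM His-tagged BRCA1 BRCT with 100 nM TAMRA-labelled phospho-BACH1 decapeptide, phosphate buffer pH 7.3 with 150 mM NaCl, DTT, 0.01% Tween 20; 12 min RT. Binding inhibition seen as FP decrease.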
# BRCT inh green: inhibitors of human BRCA1 BRCT-phosphoprotein interaction (green fluorophore) | P38398 | BRCA1 BRCT-phosphopeptide binding, green fluorescence polarization | Potency, µM (top dose mostly 76.9 µM), for inactives: at the top dose activity change, negative = inhibition, actives largely listed as inhibitors | 75,000 compounds, 0.05% hits;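 further: potency means the concentration at half of the fitted maximal effect; plate controls were peptide without protein for full effect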
#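 Fluorescence polarization: His-tagged BRCT (~35 kDa BRCA1 C-terminus, 250 nM) bound to 100 nM fluorescein-labeled phosphorylated 10-aa BACH1 peptide, pH 7.3 phosphate buffer with DTT and Tween 20. Compounds incubated 12 min at room temperature; inhibition read as lowered polarization.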
# USP2a inh: blocks human ubiquitin-specific protease USP2a. AID 927. Potency, µM (highest dose often 38.3 µM), for the others: at the top dose activity change, negative = inhibition, hits mostly inhibitors. 60,000 compounds, 0.1% hits. USP2a enzymatic assay, qHTS inhibition. O75604;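 further: potency means the concentration at half of the fitted maximal effect; nearly all actives have a fitted effect of over 60% in size; plate controls were DMSO for no effect and NEM full inhibition control for full effect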
#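 Inhibition is measured in a cell-free coupled assay with 20 nM USP2 core, 20 nM Ub-PLA2 and 20 uM NBD C6-HPC, 2.5 h incubation. Activity normalized to NEM control.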
# 15-hLO inh: inhibitors of human 15-lipoxygenase (ALOX15); purified 15hLO-1, xylenol orange hydroperoxide absorbance; Potency, µM (series often up to 57.1 µM), without a hit: at the top dose activity change, negative = inhibition, usual class: inhibitors; 74,000 compounds, 1.4% hits; further: potency means the concentration at half of the fitted maximal effect; on the % scale 0 is the no-effect control and ±100 the full control effect; nearly all actives have a fitted effect of over 55% in size
#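 Inhibition is scored from a chromogenic endpoint. After 15 min enzyme-compound contact, arachidonic acid (50 uM final) reacts 6 min with 40 nM 15hLO-1 at room temperature, then Fe-XO reagent is added for 30 min and absorbance ratio recorded.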
# HEK293 cAMP ctrl: raises cAMP in parental HEK293 cells, TSHR agonist counter-screen. Potency, µM (titrated, usually from 57.1 µM), without a hit: at the highest dose activation, most hits filed as activators. parental HEK293 CNG cAMP sensor, membrane potential fluorescence. 73,000 compounds, 2.5% hits; further: potency means the concentration at half of the fitted maximal effect; % of control where 0% means no effect; nearly all actives have a fitted effect of over 55% in size
#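 Parental HEK 293 cells stably expressing a modified CNG channel (no TSHR) report cAMP rise as membrane depolarization. Membrane potential dye with 100 uM RO 20-1724 was loaded for 60 min at room temperature, then compound added for 30 min; fluorescence read at 590 nm.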
# Casp1 inh: allosteric or competitive inhibitors of human caspase-1 | P29466 | Caspase-1 enzyme, Ac-WEHD-AFC fluorogenic rate | Potency, µM (series often up to 57.5 µM), for the others: top-dose activity change, negative = inhibition, hits mostly inhibitors | 75,000 compounds, 0.03% hits;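 further: potency means the concentration at half of the fitted maximal effect; plate controls were vehicle for no effect and no substrate for full effect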
# Rhodamine autofl: compound autofluorescence in rhodamine spectral region; Rhodamine-region fluorescence, 547/598 nm, Tris buffer; hits give high values; 59,000 compounds, 0.05% hits; max dye-equivalent concentration, M; in the data active means max dye-equivalent concentration above about 11 nM; inconclusive means between about 1.1 nM and that limit
#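 Steps: pin-transfer compounds into pH 8.0 Tris (100 mM), hold 15 min at room temperature, image with a 547/598 nm filter pair, and convert intensities to rhodamine-equivalent concentration using a six-point on-plate rhodamine series.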
# Starred values were filed as active, the others as inactive; i = inactive; ? = inconclusive; / = no result given; & = joins results of further samples; [ ] = remark or other dose. Unless noted, the call rests on the fitted dose curve; in most records, active means well fitted curve in the direction sought with a large enough effect; inconclusive means small, poorly fitted or top-dose-only effect, or another doubt; inactive means no such curve, though single readings can be large; an effect the other way counts as inactive or inconclusive. Not all compounds are listed, so the mix of outcomes need not match the whole.
SMILES,Caspase-7 inhib,Tau filament bind,HADH2 inh,DNA Pol III inh,BRCT PPI red,BRCT inh green,USP2a inh,15-hLO inh,HEK293 cAMP ctrl,Casp1 inh,Rhodamine autofl
Cc1cc(-c2ccco2)n(-c2ccccc2)n1,-1%,-14%,?,-5%,-1.0%,0.7%,14%,-18%,17%,-1%,i
O=C(Nc1c(F)cc(F)cc1Br)c1cc(-c2ccco2)on1,-17%,-9%,10%,2%,-1.2%,2.9%,21%,-14%,4%,-4%,i
Cc1ccc(CNC(=O)Nc2cccs2)cc1,-3%,/,?,/,2.1%,3.9%,/,?,13%,-5%,/
C=CCn1c(=N)n(CC(=O)O)c2ccccc21,-1%,-1%,-5%,-3%,0.6%,-0.3%,-2%,7%,6%,1%,i
CCOC(=O)c1ccc(NC(=O)NC2CC3CCC(C2)N3Cc2nnnn2C(C)(C)C)cc1 (stereo not drawn),-1%,6%,17%,-1%,1.2%,0.2%,8%,0%,18%,-3%,i
CC(=O)OC1C[C@]2(C)C(C(C)=O)CCC2C2CCC3=CC(=O)CC[C@@]3(C)C12 (stereo partly drawn),-1%,/,/,/,-3.3%,-0.8%[3.08 µM],6%,-3%,/,5%,/
CC(=O)Nc1nonc1-c1nc2ccccc2n1Cc1nnc(C)o1,-3%,4%,?,-4%,0.3%,-1.3%,-5%,2%,0%,-5%,/
O=C(c1ccco1)N1CCN(C(c2ccc(F)cc2)c2nnnn2CC2CCCO2)CC1 (stereo not drawn),6%,0%,12%,4%,-0.9%,-1.1%,-8%,-14%,3%,0%,i
Cc1ccccc1NC(=O)NCc1ccco1,-4%,-10%,-3%,-6%,-1.4%,-0.6%,-4%,2%,2%,-1%,i
O=C1CC(c2ccc(F)cc2)Cc2nc(NCc3ccco3)ncc21 (stereo not drawn),1%,17%,-5%,3%,-1.3%,-1.2%,-1%,4%,23%,4%,i
Cn1c(=N)n(CC(=O)O)c2ccccc21,0%,-3%,7%,-2%,-1.9%,-0.8%,-4%,7%,10%,2%,i
CC(C)Sc1oc(-c2ccco2)nc1S(=O)(=O)c1ccccc1,-15%,-20%,-19%,0%,-0.2%,3.7%,21%,?,?,-4%,i
O=C(CCN1C(=O)c2ccccc2C1=O)N1CCCCCC1,-3%,-7%,?,1%,-0.5%,-1.3%,8%,-4%,6%,-3%,/
CCC(C)(C)n1nnnc1CN(Cc1ccco1)Cc1cc2cc3c(cc2[nH]c1=O)OCO3,-1%,41%,2%,-2%,-1.5%,1.5%,35%[activator],0.0079µM*,12%,-2%,i
CCN1CCC[C@@H](OC(=O)C(c2ccccc2)c2ccccc2)C1,2%[25.7 µM],-25%[25.6 µM],3%[25.6 µM],5%[25.6 µM],-0.1%[34.4 µM],0.4%[34.4 µM],10%[17.1 µM],5%[25.6 µM],11%[25.6 µM],-2%[25.7 µM],i
CCOc1cc(CN2CCN(C(=O)c3ccco3)CC2)ccc1OC,1%,-4%,2%,9%,0.9%,-0.3%,-10%,-8%,2%,-1%,/
NC/C(=N\O)c1ccc(Cl)cc1Cl,0%,-13%,0%,9%,0.2%,-1.9%,33%[activator],?,4%,-3%,/
O=C1CCC[C@@H](C(C(=O)OCc2ccccc2)C(=O)OCc2ccccc2)C1,-2%[11.5 µM],/,-12%[11.4 µM],/,0.9%[15.4 µM],0.0%[15.4 µM],/,-1%[11.4 µM],8%[11.4 µM],-4%[11.5 µM],/
CN[C@H](CC(=O)O)C(=O)O,2%,-26%&10%,13%&13%,-5%&-1%,-0.8%,-1.3%,0%,-25%[25.6 µM],0%&-2%,2%,i
CC(C)=CCC/C(C)=C/COc1c2occc2cc2ccc(=O)oc12,-6%,/,/,/,-1.1%,3.1%,/,?,/,-7%,/
CCOC(=O)c1ccc(NC(=O)C(C)N2C(=O)c3ccccc3C2=O)cc1 (stereo not drawn),-1%,2%,-12%,-1%,0.8%,-2.5%,23%,-12%,10%,-3%,/
Cc1onc(-c2ccccc2)c1C(=O)Nc1cccnc1,0%,-1%,12%,-6%,-0.8%,0.8%,-1%,7%,3%,-1%,i
CC(C)Cn1c(=O)c(C(=O)Nc2cnccn2)c(O)c2ccccc21,2%,1%,5%,1%,-1.5%,-0.7%,6%,-10%,2%,0%,i
CN1CCN(c2ncc3ncc(=O)n(Cc4ccc(F)cc4)c3n2)CC1,-28%,-4%,-9%,1%,0.3%,-2.3%,10%,-5%,25%,?,i
Cc1nc(NC(=O)CCCC(=O)Nc2nc(C)c(C)s2)sc1C,0%,1%,-21%,-1%,-0.3%,-0.8%,8%,0%,4%,-6%,i
Cc1cc(C)c(C(=O)CN2C(=O)CCC2=O)cc1C,0%,-5%,27%,-6%,-0.5%,1.3%,10%,6%,7%,3%,i
COc1ccc(NC(=O)CN(c2cc(C)cc(C)c2)S(=O)(=O)c2c(C)noc2C)cc1,-4%,71%,6%,-7%,-1.8%,-1.0%,/,-9%,24%,-5%,/
COc1ccc(-n2c(Cn3c(=O)sc4ccccc43)nnc2SC)cc1,-1%,6%,2%,-5%,-2.0%,-0.5%,/,5%,17%,-3%,/
N#CC1=C(N)SC(N)=C(C#N)C1c1ccc(C(F)(F)F)cc1,-5%,-25%,32µM*,-5%,0.8%,34%[activator],4%,?,18%,-14%,i
O=C(O)c1cc(Cl)cc(Cl)c1,1%,18%,-11%,-3%,0.5%,-2.7%,/,-2%,13%,-1%,/
COC(=O)c1c(C(C)=O)cnc2ccc(Br)cc12,-3%,-3%,-1%,-2%,-2.3%,-4.0%,-8%,-3%,7%,0%,i
COc1ccc(S(=O)(=O)Cc2ccc(C(=O)N3CCC(C(N)=O)CC3)o2)cc1,-1%,5%,10%,1%,-0.1%,-0.5%,/,-1%,4%,-2%,/
CC(=O)Nc1cccc2c1C(=O)NC2=O,3%,-7%,-10%,1%,0.7%,-4.2%,-8%,14%,12%,-2%,i
COc1cc(OC)cc(C(=O)Nc2ccc(-c3nc4ccccc4o3)c(O)c2)c1,-8%,i,i,-5%,0.4%,4.5%,17%,0%,?,-7%,i
CN(C)S(=O)(=O)c1ccc(C(=O)Nc2ccc(CN3CCCC3)cc2)cc1,-1%,-5%,3%,-7%,0.1%,1.9%,13%,?,3%,1%,i
COc1cccc(-c2nn(-c3ccccc3)cc2C(=O)O)c1,0%,-4%,23%,2%,-2.2%,-1.4%,-4%,16%,-3%,1%,i
COC(=O)c1ccc(NC(=O)C2CCCN(S(=O)(=O)c3cnc[nH]3)C2)cc1 (stereo not drawn),1%,-7%,-1%,-5%,0.2%,-3.3%,/,-2%,2%,-3%,/
CC(C)NS(=O)(=O)c1ccc(CCC(=O)NCc2cccnc2)cc1,2%,-5%,-8%,-2%,0.0%,-0.2%,-1%,-1%,-1%,1%,i
Cc1cc(C)n(-c2ccc(C(=O)N3CCc4ccccc43)cc2)n1,1%,13%,1%,-3%,0.5%,-5.8%,7%,0%,16%,1%,i
CCOC(=O)c1nnn(-c2nonc2N)c1-c1ccccc1,-2%,16%,3%,-5%,-0.5%,-4.5%,5%,5%,8%,-3%,/
O=C(Nc1cc(C(F)(F)F)ccc1N1CCOCC1)c1ccc2ccccc2n1,-4%,0%,7%,2%,0.4%,-0.2%,2%,-13%,21%,-5%,i
Cc1nc2ccc(Cl)cc2[nH]1,-1%,7%,0%,0%,1.7%,-0.9%,/,3%,28%,-2%,/
CCOC(=O)N1CCN(Cc2c(F)cccc2Cl)CC1,-1%,-10%,2%,2%,-0.7%,-3.1%,-19%,?,7%,1%,/
CCC(C)CCCCC(=O)NC(CCN)C(=O)NC(C(=O)NC(CCN)C(=O)NC1CCNC(=O)C(C(C)O)NC(=O)C(CCN)NC(=O)C(CCN)NC(=O)C(CC(C)C)NC(=O)C(Cc2ccccc2)NC(=O)C(CCN)NC1=O)C(C)O (stereo not drawn),-2%,/,/,/,-3.4%,0.1%[3.08 µM],3%,-53%,/,-1%,/
C=C(C)COc1ccc(-c2nc(N)ncc2Oc2ccccc2OCC)c(O)c1,1%,0%,-25%,1%,-0.7%,-1.4%,-14%,-14%,0%,1%,i
